HKDC1 inhibitor: inhibitors of human hexokinase HKDC1; Q2TB90; recombinant HKDC1, G6PDH/diaphorase resazurin coupled fluorescence; inhibition, % at 20 µM; 0.16% of 340,000 active; AID 493160;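 active means inhibition above about 35% when tested at 20 µM, limit read from the data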;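 further: plate controls were DMSO wells with enzyme for no effect and DMSO wells lacking enzyme for full effect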
Target sequence (Q2TB90 whole entry, looked up): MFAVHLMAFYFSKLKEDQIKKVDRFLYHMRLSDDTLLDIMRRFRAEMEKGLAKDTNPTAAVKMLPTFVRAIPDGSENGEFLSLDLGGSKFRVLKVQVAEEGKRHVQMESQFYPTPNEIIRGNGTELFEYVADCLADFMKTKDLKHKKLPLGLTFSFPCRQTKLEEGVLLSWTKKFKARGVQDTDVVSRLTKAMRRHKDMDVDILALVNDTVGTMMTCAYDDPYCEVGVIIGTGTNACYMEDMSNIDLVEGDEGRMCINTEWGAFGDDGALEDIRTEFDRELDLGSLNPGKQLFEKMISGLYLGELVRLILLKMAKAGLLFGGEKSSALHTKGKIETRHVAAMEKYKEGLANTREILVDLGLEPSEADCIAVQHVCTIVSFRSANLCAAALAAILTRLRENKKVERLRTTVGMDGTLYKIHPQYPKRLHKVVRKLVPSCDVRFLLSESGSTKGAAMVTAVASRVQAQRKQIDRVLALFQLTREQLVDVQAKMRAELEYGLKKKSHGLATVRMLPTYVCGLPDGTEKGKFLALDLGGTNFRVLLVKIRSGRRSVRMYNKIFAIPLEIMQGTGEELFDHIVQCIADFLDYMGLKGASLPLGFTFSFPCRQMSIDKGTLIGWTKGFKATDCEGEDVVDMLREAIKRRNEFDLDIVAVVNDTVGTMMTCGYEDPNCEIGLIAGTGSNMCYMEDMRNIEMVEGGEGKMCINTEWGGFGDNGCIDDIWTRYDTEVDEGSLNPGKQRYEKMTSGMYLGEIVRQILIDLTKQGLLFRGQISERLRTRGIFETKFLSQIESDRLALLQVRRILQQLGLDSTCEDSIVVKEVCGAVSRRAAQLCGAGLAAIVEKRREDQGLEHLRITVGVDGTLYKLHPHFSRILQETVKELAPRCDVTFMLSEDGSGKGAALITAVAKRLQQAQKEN
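Test system: recombinant HKDC1 (HK5) hexokinase enzyme, produced in-house / Doses: 20 µM test compound, 1% DMSO / Timing: 90 min, room temperature / Detection: G6PDH/diaphorase-coupled fluorescence, 1 mM NADP, 100 µM resazurin, 525/613 nm / Control set: DMSO wells with and without enzyme mix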
Gli-Sufu antag: antagonists of Gli-Sufu signaling | Sufu-KO-LIGHT fibroblasts, Gli luciferase reporter luminescence | inhibition, % at 5 µM | 0.74% of 340,000 active;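 active means inhibition above about 55%, limit read from the data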;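 further: 0% = DMSO-treated cells and 100% = wells with medium but no cells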
Numbers without * were called inactive. Not all compounds are listed, so the mix of outcomes need not match the whole.

SMILES	HKDC1 inhibitor	Gli-Sufu antag
N#C/C(=C\c1cc2ccccc2nc1N1CCCCC1)C(N)=O	19	-1
CC(C)(C)S(=O)N1Cc2cc(CO)cc(-c3ccccc3)c2[C@H]1CCO (some centres not stated)	-7	-6
C=CCN(CC=C)CC(=O)Nn1c(C)ccc1C	-2	4
NC(=O)NN=C1CC2CC1C1C=CCC21 (configuration not stated)	-6	-13
Cc1cccc(C=NOCCc2ccccc2)n1	-6	-58
CC(C)n1c(SCCCc2ccccc2)nc2c1c(=O)[nH]c(=O)n2C	-3	7
Cc1cc2c(cc(C(=O)OC(C)C(=O)NCc3ccccc3)n2C)o1 (configuration not stated)	-5	6
CCN1CCN(C(c2ccc(OC)c(OC)c2)c2nnnn2C(C)(C)C)CC1 (configuration not stated)	-1	4
CCOC(=O)c1cnn(-c2nc(-c3ccc(C)cc3)cs2)c1C(F)(F)F	-7	-22
COc1ccc(C2/C(=C(/O)c3ccc(F)cc3)C(=O)C(=O)N2CCCN(C)C)cc1 (configuration not stated)	-6	1
CCOC(=O)N1CCN(C(=O)C2CCCN(c3ncnc4c3sc3cccc(F)c34)C2)CC1 (configuration not stated)	10	15
COc1ccc(NS(=O)(=O)c2cc(NC(=O)Cc3n[nH]c(=O)c4ccccc34)ccc2OC)cc1	1	-5
COc1cc(/C=C2\SC(=S)N(CC(=O)NC(C)(C)C)C2=O)cc(OC)c1OC	12	4
NC(=S)NN=C1CCCCC12CCCC2	7	27
COc1ccc(NS(=O)(=O)c2cc(NC(=O)C(CC(C)C)NC(N)=O)ccc2N2CCOCC2)cc1 (configuration not stated)	1	-1
CC(=O)Nc1c(Cl)cc2c(c1Cl)C(=O)c1ccccc1-2	-5	-5
O=C(c1ccc(Cl)cc1)N1CCOc2ccccc21	-2	28
CCN(C(=O)COC(=O)CCOc1ccc(C(C)(C)C)cc1)c1c(N)n(Cc2ccccc2)c(=O)[nH]c1=O	-3	-1
CC[C@@H](C)[C@H](C(CC(=O)N1CCCC1[C@@H](OC)[C@H](C)C(=O)N[C@H](Cc1ccccc1)c1nccs1)OC)N(C)C(=O)[C@H](NC(=O)[C@@H](C(C)C)N(C)C)C(C)C (some centres not stated)	-3	55
CC1CCN(C(=O)CCCl)c2ccccc21 (configuration not stated)	-2	3
CCC1(C2=CCCCC2)C(=O)NC(=S)N=C1N (configuration not stated)	7	9
COc1ccc(CCNC/C=C/c2ccccc2)cc1	-1	30
CN(C)c1c([N+](=O)[O-])cc(N2C(=O)C=CC2=O)cc1[N+](=O)[O-]	0	-3
CC(=NO)C1CCC2C3CCC4CC(=NO)CCC4(C)C3C(C)(O)CC12C (configuration not stated)	-2	8
Cc1cc(C2C(=O)NC(=O)C2=O)c(C)cc1Br (configuration not stated)	-5	-4
O=C(O)C(=Cc1cccc([N+](=O)[O-])c1)c1ccc(Cl)cc1	5	7
CCOC(=O)Cc1c[nH]c2ccc([N+](=O)[O-])cc12	4	-13
CN1C[C@@H]2[C@@H]3C(=O)N(Cc4ccccc4)C(=O)[C@@H]3[C@](Cc3ccccc3)(C1=O)N2C(=O)c1ccc(Br)cc1	3	-6
CC(=O)OC1CCC2(C)C(=CCC3C4CC(=O)N(O)C(=O)C4(C)CCC32)C1 (configuration not stated)	4	-14
CCCCOC(=O)C1C2CCC(O2)C1C(=O)OCC (configuration not stated)	-6	3
Cc1ccc(NC(=O)CCOc2ccccc2)c(C)c1	-1	10
Nc1cc2c(cc1Cl)-c1ccc(Cl)cc1C2=O	2	-11
O=C(Cn1cc(COc2ccc3ccc(=O)oc3c2)nn1)c1ccc(O)cc1	7	15
O=C(c1ccccc1)C(CN1CCCCC1)c1ccccc1 (configuration not stated)	8	7
O=C(ONC(=O)C1CCCCC1C(=O)NOC(=O)c1ccccc1)c1ccccc1 (configuration not stated)	-5	-5
CC(C)CC(c1nnnn1CC1CCCO1)N1CCN(c2nc3ccccc3s2)CC1 (configuration not stated)	-1	9

5 compounds drawn at random from the list so far, as already listed:
SMILES	HKDC1 inhibitor	Gli-Sufu antag
CC(=O)OC1CCC2(C)C(=CCC3C4CC(=O)N(O)C(=O)C4(C)CCC32)C1 (configuration not stated)	4	-14
O=C(c1ccccc1)C(CN1CCCCC1)c1ccccc1 (configuration not stated)	8	7
CCCCOC(=O)C1C2CCC(O2)C1C(=O)OCC (configuration not stated)	-6	3
O=C(ONC(=O)C1CCCCC1C(=O)NOC(=O)c1ccccc1)c1ccccc1 (configuration not stated)	-5	-5
O=C(Cn1cc(COc2ccc3ccc(=O)oc3c2)nn1)c1ccc(O)cc1	7	15

(next part)
SMILES	HKDC1 inhibitor	Gli-Sufu antag
NC(=S)NN=C1CCCCCCCCCC1	-3	20
O=C(CCc1ccccc1)n1nc(-c2ccco2)nc1SCc1ccccc1	14	-24
Nc1ccccc1-c1ccc(Cl)cc1	-6	13
Cc1ccc([N+](=O)[O-])cc1N=Nc1c(-c2ccc([N+](=O)[O-])cc2)[nH]n(C(N)=S)c1=O	-12	58*
O=C1C(=NO)CCc2ccccc21	26	-10
Cc1c(/C(O)=C2\C(=O)C(=O)N(CCCN(C)C)C2c2ccco2)cnn1-c1ccccc1 (configuration not stated)	-5	13
CN(C)C(=O)c1ccc(NC(=O)COC(=O)CCN=C2NS(=O)(=O)c3ccccc32)cc1	-3	3
Cc1ccc2cc(CN(Cc3cccs3)Cc3nnnn3CC3CCCO3)c(=O)[nH]c2c1C (configuration not stated)	2	-13
CCOC(=O)/C=C1\SCC(=O)N1CC(O)CN1C(=O)CS/C1=C/C(=O)OCC (configuration not stated)	-5	6
O=[N+]([O-])c1ccccc1C=NNC(=S)NN=Cc1ccccc1[N+](=O)[O-]	-21	-33
Nc1ccc(C(=O)OCC(=O)N2c3ccccc3Sc3ccccc32)cc1[N+](=O)[O-]	-3	-1
CN(CC(=O)Nc1cc(C(F)(F)F)ccc1-n1cncn1)Cc1nc2ccccc2c(=O)[nH]1	-12	-3
CC12CCC(O)CC1=CCC1C2CCC2(C)c3[nH]ncc3CC12 (configuration not stated)	-1	-5
Cn1c(/C=C(\C#N)C(N)=S)ccc1-c1ccc(Br)cc1	-6	10
O=C(NCCc1ccccc1)c1ccc(NC(=O)C2CCCC2)cc1	-3	-32
Cc1c(NS(=O)(=O)c2cccc(C(=O)NCc3cccc(Cl)c3)c2)c(=O)n(-c2ccccc2)n1C	5	4
CC(C)(c1ccc(O)c([N+](=O)[O-])c1)c1ccc(O)c([N+](=O)[O-])c1	10	14
Nc1nc(SCc2ccccc2)c2ncn(CCO)c2n1	-2	3
COc1ccc(CCN(C)C(=O)CSc2nc3ccccc3c(=O)n2CC2CCCO2)cc1OC (configuration not stated)	-3	0
COc1c(NC=O)c2c(c([N+](=O)[O-])c1OC)C(=O)OC2	-1	9
c1nc(SSc2ncnc3nc[nH]c23)c2[nH]cnc2n1	-2	-22
CCOc1cc(/C=C(\C#N)C(=O)Nc2ccccc2C(=O)O)ccc1OC(=O)c1ccc(C)cc1	14	-7
c1ccc(COc2ncnc3c2ncn3CCCNCc2ccc3c(c2)OCO3)cc1	-4	6
CCOC(=O)C1CCN(C(=O)c2cccc(S(=O)(=O)N3CCCc4ccccc43)c2)CC1	-6	29
N#Cc1ccc(NC2c3ccccc3CC2O)cc1 (configuration not stated)	-1	-13
C=C1[C@H](C)CN(S(=O)(=O)C(C)(C)C)[C@H]1CCO	-5	-5
CCCCP(=O)(c1ccccn1)c1ccccn1	-9	-5
CC(C)(C)S(=O)(=O)N1C[C@H]2CC/C=C\C/C(c3ccccc3)=C\2[C@@H]1CCO	-2	-5
O=C(Cc1cccc(NC(=O)C2CCCN(C(=O)CCc3ccccc3)C2)c1)Nc1cccc(C(=O)N2CCCCC2)c1 (configuration not stated)	8	12
CCc1nnc(NC(=O)CSc2nnc(-c3cccnc3)n2CCc2ccccc2)s1	-1	2
O=C1NC(CCO)C(=O)NC1CCO (configuration not stated)	-5	2
O=C(CCS(=O)(=O)c1ccc(Cl)cc1)Nc1cccc(S(=O)(=O)N2CCCCCC2)c1	1	3
O=C(c1ccc2c(c1)C(=O)N(Cc1ccncc1)C2=O)N1CCN(S(=O)(=O)c2ccc(OC(F)(F)F)cc2)CC1	-8	-6
Cc1ccc(C(=O)NNC(=O)c2cccc3ccccc23)cc1	1	-4
O=C(CSc1nc2scc(-c3cccs3)c2c(=O)n1CCc1ccccc1)N1CCCC1	-2	5
Cc1cc(N2CCN(C)CC2)nc2ccc(NC(=S)N3CCCCC3)cc12	4	15
Nc1[nH]c(=O)[nH]c(=O)c1N=Cc1ccccc1	-25	-11
Oc1c(Br)cc(/C=N/n2c(-c3ccccc3)n[nH]c2=S)c(O)c1Br	-5	0
COc1ccc(N2C(=O)C(Cl)=C(N3CCN(Cc4ccccc4)CC3)C2=O)cc1	-4	12
O=C(O)c1ccc(-n2ncc3c2/C(=C\c2cccc([N+](=O)[O-])c2)CC3)cc1	11	-54
COc1cc(OC)cc(C(=O)NNC(=O)C(CCC(N)=O)NS(=O)(=O)c2ccc(Cl)cc2)c1 (configuration not stated)	-7	1
Cc1cccc(C(C(C(=O)c2ccccc2)N2CCOCC2)N2CCOCC2)c1 (configuration not stated)	-3	3
O=C1CCCCC1Nc1ccc(Cl)cc1 (configuration not stated)	-2	-5
CC(O)(Cc1cccnc1)c1cccs1 (configuration not stated)	-1	6
CN(C)c1ccc(/C=C/C(=O)c2cc(Cl)ccc2O)cc1	1	3
COc1ccc(N=Nc2cc(OC)c(N)cc2OC)cc1	3	-21
COc1ccc(NC(=O)c2cc(S(=O)(=O)N3CCOCC3)ccc2C)cc1S(=O)(=O)N1CCCCC1	1	4
Cc1cn(C2CCCCC2)c(=O)n(-c2ccccc2)c1=O	2	-6
CCN1CCN(S(=O)(=O)c2ccc(Cl)c(C(=O)Oc3ccc(CC(=O)OC)cc3)c2)CC1	-6	-10
CCOC(=O)c1c[nH]c2c([N+](=O)[O-])cc(OC)cc2c1=O	1	8
CCOc1cc2c(cc1O)CCC1C2CCC2(C)C(O)CCC12 (configuration not stated)	-1	47
COc1ccccc1/C=C/C(=O)/C=C/c1ccccc1O	10	5
O=C(O)c1ccc(-n2cccc2/C=C2/NC(=O)N(c3cccc(Cl)c3)C2=O)cc1	9	0
Cc1sc2ncnc(NCC3COc4ccccc4O3)c2c1C (configuration not stated)	-1	77*
O=C(C(=O)N(Cc1ccccc1)Cc1ccccc1)c1c(-c2ccccc2)[nH]c2ccccc12	0	3
O=C(O)c1c[nH]c2ccc([N+](=O)[O-])cc2c1=O	-2	3
O=C(c1cccs1)c1sccc1Cc1ccccc1	1	-2
COCCN(CC(=O)Nc1ccccc1C(F)(F)F)C(=O)/C=C/c1cc(Cl)c2c(c1)OCCO2	-2	4
CCN1/C(=C/C=C2/SC(=Nc3cccc4ncccc34)N(C)C2=O)Sc2ccccc21	-3	3
O=c1c2ccccc2nc2c3ccccc3c3nncn3n12	0	-9
More records
SMILES	HKDC1 inhibitor	Gli-Sufu antag
COc1cccc(C=C2SC(=S)NC2=O)c1	5	-5
O=[N+]([O-])c1ccc(CS(=O)c2ccccc2)cc1 (configuration not stated)	-4	-9
CC[C@]12C(=O)N(C)C[C@H]([C@@H]3C(=O)N(C)C(=O)[C@@H]31)N2C(=O)c1ccc(Br)cc1	-4	0
CCc1ccc2c(c1)C(=O)CCC2	5	6
COc1ccc(NC(=O)CSc2nnc(-c3cccnc3)n2Cc2ccco2)c(OC)c1	-3	2
Cc1noc(NS(=O)(=O)c2ccc(NC(=O)c3cc(S(=O)(=O)N(C)c4ccccc4)ccc3Cl)cc2)c1C	0	-6
[O-]/C(=C(\C(=S)Nc1cccc2ccccc12)[n+]1cccc(CO)c1)c1ccc(Cl)s1	1	17
CSC1=NSC2=NC(=O)/C(=C\c3cccs3)C(=N)N12	3	-89
c1ccc(-c2nnnn2-c2ccccn2)cc1	-9	0
Cc1cc(=O)oc2cc(O)cc(OCc3ccccc3)c12	10	11
COC1OC2COC(c3ccccc3)OC2C(O)C1NC(C)=O (configuration not stated)	-7	4
O=C(CCSCCC(=O)NN=Cc1ccccc1)NN=Cc1ccccc1	4	-13
CCCCCCCOC(=O)C[N+](C)(C)CCOC1CC2CCC1(C)C2(C)C (configuration not stated)	-7	82*
CC(C)N1C(=O)/C(=C\c2nc3ccccc3c(=O)[nH]2)c2ccccc21	22	-9
C=C1CC[C@@H]2[C@](C)(CCC[C@@]2(C)/C=C/[C@@H](O)C(C)(C)O)[C@H]1CC(=O)NCCS(=O)(=O)O	2	6

Structures from the list above containing two or more sulfur atoms (13):
SMILES	HKDC1 inhibitor	Gli-Sufu antag
COc1cc(/C=C2\SC(=S)N(CC(=O)NC(C)(C)C)C2=O)cc(OC)c1OC	12	4
CCOC(=O)/C=C1\SCC(=O)N1CC(O)CN1C(=O)CS/C1=C/C(=O)OCC (configuration not stated)	-5	6
c1nc(SSc2ncnc3nc[nH]c23)c2[nH]cnc2n1	-2	-22
CCc1nnc(NC(=O)CSc2nnc(-c3cccnc3)n2CCc2ccccc2)s1	-1	2
O=C(CCS(=O)(=O)c1ccc(Cl)cc1)Nc1cccc(S(=O)(=O)N2CCCCCC2)c1	1	3
O=C(CSc1nc2scc(-c3cccs3)c2c(=O)n1CCc1ccccc1)N1CCCC1	-2	5
COc1ccc(NC(=O)c2cc(S(=O)(=O)N3CCOCC3)ccc2C)cc1S(=O)(=O)N1CCCCC1	1	4
O=C(c1cccs1)c1sccc1Cc1ccccc1	1	-2
CCN1/C(=C/C=C2/SC(=Nc3cccc4ncccc34)N(C)C2=O)Sc2ccccc21	-3	3
COc1cccc(C=C2SC(=S)NC2=O)c1	5	-5
Cc1noc(NS(=O)(=O)c2ccc(NC(=O)c3cc(S(=O)(=O)N(C)c4ccccc4)ccc3Cl)cc2)c1C	0	-6
[O-]/C(=C(\C(=S)Nc1cccc2ccccc12)[n+]1cccc(CO)c1)c1ccc(Cl)s1	1	17
CSC1=NSC2=NC(=O)/C(=C\c3cccs3)C(=N)N12	3	-89

Screens as filed in PubChem BioAssay.
